# Assay outcomes from PubChem.
# TTR transcr act – TTR transcription activation, primary screen. activation, % at 16.7 µM. AID 1117267. 1.3% of 92,000 active. SH-SY5Y TTR promoter Gaussia luciferase, luminescence; 100% = recombinant luciferase protein wells;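 active means activation above the mean of all tested compounds plus 3 SD, cut at about 9.5% in these data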;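 further: cells exposed to compounds for one day before reading; 0% = median of all test compound wells on the plate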
# * marks the source's active call; other numbers are inactive results.
SMILES,TTR transcr act
CCOC(=O)C1=C[C@@H](C(C)(C)C)N(S(=O)(=O)c2ccc(C)cc2)[C@H]1c1ccc(Cl)c(Cl)c1,1.6
COC(=O)c1c(-c2snnc2C)n[nH]c1C,-0.3
CCN1C(=O)C2(C(C#N)=C(N)Oc3cc(C)oc(=O)c32)c2ccccc21 (stereo unspecified),1.3
O=S(=O)(c1ccc(SCc2c(F)cccc2Cl)nc1)N1CCCC1,-0.8
O=C(Nc1ccc(C(=O)N2CCC(O)(c3ccc(Cl)c(C(F)(F)F)c3)CC2)cc1)c1ccc(Br)o1,-2.4
C[C@H]1CCCN1c1ccc2c(c1)OCCCN(C1CC1)S2(=O)=O,0.1
COC(=O)c1cccc(-n2c(C)cc(C=O)c2C)c1C,0.0
CCC(=O)c1ccc(OCC(=O)Nc2nc(C)cs2)cc1,3.3
O=C(NC(=S)NC1C2CC3CC(C2)CC1C3)C12CC3CC(CC(C3)C1)C2 (stereo unspecified),0.6
CCn1cc([N+](=O)[O-])c(C(=O)Nc2ccc(Br)cn2)n1,1.9
O=C(CCS(=O)(=O)c1cccs1)N1CCCC1,-1.9
CCC1Cc2c(nc(N)c3c(N)nc(N4CCCCC4)c(C#N)c23)O1 (stereo unspecified),0.2
CCc1ccc(N2Cc3ccccc3C2)cc1,0.0
CCC(C(=O)NCc1ccco1)n1nc(C)c2c(C)n(-c3ccc(C)cc3)nc2c1=O (stereo unspecified),-2.6
O=c1c(-c2ccccc2)c(O)c2c(n1-c1ccccc1)CCCC2,-0.9
Cc1ccc(S(=O)(=O)NC(=O)C2(C)CCN2C(=O)Cc2ccc(-c3ccccc3)cc2)nc1 (stereo unspecified),-1.9
Cc1ccc(C(=O)CSc2ccc(-c3cccnc3)nn2)cc1,1.2
CCOC(=O)c1c(N2C(=O)Nc3ccccc3N2O)n[nH]c1-c1cccc(Cl)c1,-0.6
Cn1ccc(NC(=O)c2ccc(Cl)cc2)n1,1.6
CCOC(=O)c1c(C)nc2sc3c(=O)n(-c4ccc(C(C)=O)cc4)cnc3c2c1-c1ccc(OC)cc1,-2.1
COc1ccc(-c2cc(=O)oc3cc(OCC(=O)NCC4CCC(C(=O)O)CC4)ccc23)cc1 (stereo unspecified),8.2
CC(=O)Nc1cccc(N2C(=O)CCC2=O)c1,3.3
O=S(=O)(Nc1ccncc1Cl)c1cc(Cl)ccc1Cl,5.0
O=C(OCc1cn(Cc2ccccc2F)nn1)N1CCCC1,-0.1
C(CCc1nn[nH]n1)CCC1CCCCC1,-1.5
CCCCn1nc(C(=O)NCC2COc3ccccc3O2)c2ccccc2c1=O (stereo unspecified),-1.6
c1ccc(Cc2nnc3sc(-c4ccncc4)nn23)cc1,2.2
CCC(Cc1ccccc1)NC(=O)CCn1cccc1 (stereo unspecified),0.2
Cc1cc2nc(-c3cccc(Cl)c3)c(Cc3cccc(Cl)c3)n2c(C)c1Br,3.0
COc1ccc(C2C(C(=O)NCc3ccccn3)CCC(=O)N2c2cc(OC)c(OC)c(OC)c2)cc1 (stereo unspecified),3.0
CC1CCCN(CC(O)COCc2ccc3c(c2)OCO3)C1 (stereo unspecified),6.3
O=C(CN1CCN(Cc2ccccc2F)C1=O)NCc1cccnc1,-0.3
CCOC(=O)N1CCc2c(sc3c2c(=O)n(Cc2ccccc2)c(=O)n3Cc2ccc(C)cc2)C1,1.5
COc1ccccc1CNC(=O)COC(=O)CSc1ccc(C)c(C)c1,0.1
Nc1cccc(Oc2cnccn2)c1,0.6
O=C(CSc1nc2ccccc2c(=O)n1C1CC1)NCc1ccccc1,2.1
O=C(N/N=C/c1cccc([N+](=O)[O-])c1)c1c[nH]c2ccccc12,-1.6
Cn1c(CCN2CCCCC2)nc2cc(NS(=O)(=O)c3ccc(Cl)cc3)ccc21,-2.6
CC(=O)Nc1ccc(-c2nc3cc(Cl)ccc3o2)cc1,0.5
COCCNc1nc(-c2cc(-c3ccc(Cl)cc3)on2)cc(C(C)C)n1,1.3
COc1ccc2ccccc2c1-c1c(C(=O)c2ccc(Br)cc2)[nH]c(N)c1C(=O)NC1CCCCC1,-0.1
O=C(NCC(c1ccccc1)c1ccccc1)[C@H](Cc1c[nH]c2ccccc12)NC1(C(=O)NC2CCCCC2)CCCC1,1.0
O=C(NN1C(=O)C2C(C1=O)C1C=CC2C12CC2)c1ccc(Cl)cc1 (stereo unspecified),4.9
CCc1nc2ccc(C(=O)NCCOc3ccc(OC)cc3)cn2c1N(C)C(=O)C1CCCCC1,-1.5
N#C/C(=C\c1ccc(OCc2ccc(C(=O)O)cc2)cc1)C(=O)NCc1ccccc1,-0.2
CCNC(=O)C1CC(=O)N(CCCc2ccccc2)C(=Nc2ccccc2)S1 (stereo unspecified),-0.9
Clc1cccc(CNc2ccn3nc(-c4cccc(OCc5ccccc5)c4)cc3n2)c1,0.9
COc1ccc2cc(OCC(=O)NNC(=O)Nc3ccc(OC)c(OC)c3)ccc2c1,-0.1
CC(C)(C)c1ccc(OCCNC(=O)Cc2ccc(F)cc2)cc1,-1.0
Nc1c(C(=O)Nc2ccccc2)sc2nc(N3CCOCC3)c3c(c12)CCCC3,0.2
O=C(NNC(=O)c1sccc1-n1cccc1)c1cccs1,-1.1
CCC/C=N/NC(=O)C1COc2ccccc2O1 (stereo unspecified),-1.9
Cc1nc(N)ncc1CCC1OCCO1,11.6*
CC1CCN(Cc2cc(=O)oc3cc4c(cc23)CCCC4)CC1,-1.1
COc1cc(-c2noc(C)c2C(=O)NCCc2c[nH]c3ccccc23)cc(OC)c1OC,-2.8
NC(=O)NOCc1ncc(C(F)(F)F)cc1Cl,0.4
COc1ccccc1CNc1ccc(CNc2ncn[nH]2)cc1,0.6
Cc1ccccc1-c1nnc(CS(=O)(=O)c2ccccc2)o1,0.0
Cc1ccc(CN2CCCCC(NC(=O)C3CCCCC3)C2=O)cc1 (stereo unspecified),-1.2
O=C(NCC1(O)CCCCC1)C1CCC(=O)N(Cc2cccc(C(F)(F)F)c2)C1 (stereo unspecified),0.0

# Compounds from the list above that contain a nitro group on carbon:
SMILES,TTR transcr act
CCn1cc([N+](=O)[O-])c(C(=O)Nc2ccc(Br)cn2)n1,1.9
O=C(N/N=C/c1cccc([N+](=O)[O-])c1)c1c[nH]c2ccccc12,-1.6

# (cont.)
SMILES,TTR transcr act
CCOC(=O)c1c(C)[nH]c(C)c1S(=O)(=O)N1c2ccccc2CC1C (stereo unspecified),0.5
Cc1ccccc1NC(=O)Cc1nc(COC(=O)c2ccc(C(F)(F)F)cc2)cs1,2.9
FC(F)(F)c1nnc2ccc(-n3ccnc3)nn12,1.0
CCCC(CCC)C(=O)NCCN1CCOCC1,-1.4
CC(C)c1nnc(SCC(=O)NCCC2=CCCCC2)n1N,4.0
CCCn1c(C)cc(C(=O)COc2ccc(C)nc2[N+](=O)[O-])c1C,-0.7
O=C(NC(CC1CCCCC1)C(=O)O)c1ccccc1 (stereo unspecified),15.4*
COc1cc(C(=O)Nc2ccc(OCC(=O)N3CCOCC3)cc2C)cc(OC)c1OC,-1.3
COc1ccc(NC(=S)N2CCN(Cc3ccco3)CC2)c(OC)c1,1.0
O=C(O)CC1S/C(=N\N=C/c2ccccc2O)N(c2ccc(O)cc2)C1=O (stereo unspecified),0.3
COc1ccc(N(CC(=O)N2CCc3ccccc3C2)S(C)(=O)=O)cc1OC,-2.8
COCCN(CCOC)Cc1cc(=O)oc2cc(OC)ccc12,2.3
Cc1cccc(C(C)C)c1NC(=O)C1CN(S(=O)(=O)c2ccccc2)CCN1S(=O)(=O)c1ccccc1 (stereo unspecified),0.6
COc1cc(/C=C(\C#N)C(=O)N2CCOCC2)ccc1OCc1ccccc1,-1.3
CNC(=O)COc1coc(CN2CCN(c3ccc(OC)cc3)CC2)cc1=O,-0.2
O=C(NCCN1CCOCC1)C1(C(F)(F)F)C/C(=C\Cc2ccccc2)CCCO1 (stereo unspecified),3.9
CC(C)Oc1ccc(NC(=O)CCC(=O)O)cc1,-0.9
CCn1c(CNC(=O)C2CCCCC2)cc2cc(C)ccc21,2.2
C=CCn1cc(C(=O)NCCCOC)c(=O)c2cc(S(=O)(=O)N(CC)CC)ccc21,2.1
O=C(O)c1cccc(-n2sc3ccccc3c2=O)c1,-3.6
Cc1ccc(Cl)c(OCC(=O)NC2CCN(Cc3ccccc3)CC2)c1,-1.0
C=CCn1c(=S)[nH]c2ccc(Br)cc2c1=O,-1.1
COc1ccc(Cl)cc1C(=O)NCC(c1ccco1)N1CCCC1 (stereo unspecified),2.7
CCC1=NN2C(=N)/C(=C\c3cccn3-c3ccc(C)c(C)c3)C(=O)N=C2S1,-0.3
COc1ccccc1N1CCN(C(=O)c2cc3sccc3n2C)CC1,-1.9
CCc1ccc(N(C(=O)CNC(=O)c2ccco2)C(C(=O)NC2CCCC2)c2cccnc2)cc1 (stereo unspecified),0.0
CN1CCc2c(c3c(n2C)CCN(C)[C@@H]3c2cccnc2)[C@H]1c1cccnc1,1.7
COc1ccccc1N1CCN(CC(=O)c2ccc(F)cc2)CC1,-0.8
C[C@@H]1CN([C@H](C)CO)C(=O)CCCn2nncc2CO[C@@H]1CN(C)S(=O)(=O)c1ccc(Oc2ccccc2)cc1,0.1
Cc1ccc(CC(=O)O/N=C(\N)Cc2ccc([N+](=O)[O-])cc2)cc1,-1.0
CCOc1ccc(-c2nonc2NC(=O)c2ccco2)cc1OCC,0.5
COc1cc(/C=C/C(=O)N2CCN(c3ccccn3)CC2)cc(OC)c1OC,-0.8
O=C(c1cccc([N+](=O)[O-])c1)N1CCCN(C(=O)c2cccc([N+](=O)[O-])c2)CC1,-0.2
O=C(O)C1Nc2c(Cl)cc(Cl)c(Cl)c2C2C=CCC12 (stereo unspecified),0.7
COc1ccc(S(=O)(=O)Nc2c(O)c3ccccc3oc2=O)cc1,7.8
O=C(O)c1ccc2c(c1)C(=O)N(c1ccc(C(=O)OCC(=O)c3ccccc3)cc1)C2=O,-0.9
COc1ccc(-n2nc(C(=O)N3CCC(N4CCCCC4)CC3)c3c4ccccc4n(C)c3c2=O)cc1,1.2
Cc1ccc(S(=O)(=O)NN2C(=O)/C(=C/c3ccc(F)cc3)SC2=S)cc1,0.6
COc1ccc(C=NNC(=O)CCCC(=O)NN=Cc2ccc(OC)c(OC)c2)cc1OC,-0.2
COc1ccc(/C=N/NC(=O)CN2CCCC2)cc1,9.3
CCC(C)(NC(=O)CNC(C)=O)C(=O)NC1CCCCC1 (stereo unspecified),-1.6
Cc1ccc(C(C)NC(=O)C2CCCO2)cc1C (stereo unspecified),5.1
CCCOc1ccc(/C=N/NC(=O)C(=O)Nc2ccccn2)cc1,0.9
Clc1ccccc1OCCCCN1CCCCC1,-1.0
Cc1nc(NNC(=O)c2ccc(Cl)cc2Cl)cc(-c2ccccc2)n1,-1.8
COc1ccc(N2CCN(C(=O)C3CCN(C(=O)c4cccc(Cl)c4)CC3)CC2)cc1,-1.4
COC(=O)c1cccc(Cn2ccc3ccc(-c4ccc5ccn(C(=O)C6CC6)c5c4)cc32)c1,1.6
CCOC(=O)C1(Cc2ccc(OC)cc2)CCN(C(=O)c2cncs2)CC1,9.7*
O=C1C=CC(=O)N1c1ccccn1,0.7
COc1cccc(-c2nnc3n2N=C(c2cccc(Br)c2)CS3)c1,-1.9
COc1cc(NC(=O)COC(C)=O)c(C)cc1[N+](=O)[O-],1.7
O=C(NCCCN1CCOCC1)c1cc(Cl)ccc1[N+](=O)[O-],-1.0
CCC(C)NC(=O)Nc1ccccc1C (stereo unspecified),-0.5
Cc1ccc(C(=O)NC2CCN(S(=O)(=O)c3ccccc3F)CC2)cc1,-0.9
CC(CNS(=O)(=O)c1ccc2c(c1)CC(=O)N2C)c1ccccc1 (stereo unspecified),1.0
COc1ccc(C(=O)Nc2ccc(S(=O)(=O)Nc3cc(C)nc(C)n3)cc2)cc1,2.6
CC(c1ccccc1)n1cnc2ccccc2c1=O (stereo unspecified),2.1
COC(=O)c1ccc(C(=O)OC)c(NC(=O)C2CC2)c1,-0.6
Fc1ccc(CCN2CCN=C2Nc2ccccc2)cc1,0.3
Cc1ccc(C(=O)NC2CCCC2)cc1S(=O)(=O)N1CCCCC1,-0.4

# The list continues:
SMILES,TTR transcr act
Cc1ccc(S(=O)(=O)N(C)CC(=O)N2CCCCCC2)cc1,-1.2
COc1ccc(NC(=O)COC(=O)c2ccc(OC)c(S(=O)(=O)N3CCCC3)c2)cc1OC,-0.6
CCOC(=O)c1ccccc1NC(=O)C(C)Oc1ccccc1 (stereo unspecified),-1.6
COc1ccc(-c2cc(C(F)(F)F)nc(-n3cc(Cl)cn3)n2)cc1,2.3
CC(C)c1c(O)nc(SCc2ccccc2)[nH]c1=O,1.8
CC(=O)N1C[C@H]2CON(C)[C@H]2C[C@H]1c1ccccc1,-0.6
COc1ccccc1CNC(=O)[C@@H]1CCCN1S(=O)(=O)c1ccccc1F,-2.3
COc1ccc(N(CC(=O)N/N=C/c2ccc3c(c2)OCO3)S(=O)(=O)c2ccc(NC(C)=O)cc2)cc1,-2.1

# Among those listed so far, 16 contain fluorine.
SMILES,TTR transcr act
O=S(=O)(c1ccc(SCc2c(F)cccc2Cl)nc1)N1CCCC1,-0.8
O=C(Nc1ccc(C(=O)N2CCC(O)(c3ccc(Cl)c(C(F)(F)F)c3)CC2)cc1)c1ccc(Br)o1,-2.4
O=C(OCc1cn(Cc2ccccc2F)nn1)N1CCCC1,-0.1
O=C(CN1CCN(Cc2ccccc2F)C1=O)NCc1cccnc1,-0.3
CC(C)(C)c1ccc(OCCNC(=O)Cc2ccc(F)cc2)cc1,-1.0
NC(=O)NOCc1ncc(C(F)(F)F)cc1Cl,0.4
O=C(NCC1(O)CCCCC1)C1CCC(=O)N(Cc2cccc(C(F)(F)F)c2)C1 (stereo unspecified),0.0
Cc1ccccc1NC(=O)Cc1nc(COC(=O)c2ccc(C(F)(F)F)cc2)cs1,2.9
FC(F)(F)c1nnc2ccc(-n3ccnc3)nn12,1.0
O=C(NCCN1CCOCC1)C1(C(F)(F)F)C/C(=C\Cc2ccccc2)CCCO1 (stereo unspecified),3.9
COc1ccccc1N1CCN(CC(=O)c2ccc(F)cc2)CC1,-0.8
Cc1ccc(S(=O)(=O)NN2C(=O)/C(=C/c3ccc(F)cc3)SC2=S)cc1,0.6
Cc1ccc(C(=O)NC2CCN(S(=O)(=O)c3ccccc3F)CC2)cc1,-0.9
Fc1ccc(CCN2CCN=C2Nc2ccccc2)cc1,0.3
COc1ccc(-c2cc(C(F)(F)F)nc(-n3cc(Cl)cn3)n2)cc1,2.3
COc1ccccc1CNC(=O)[C@@H]1CCCN1S(=O)(=O)c1ccccc1F,-2.3

# Only part of the results is shown; the hit share may differ from the screen's.
